# Screens deposited in PubChem by Sanford-Burnham Center for Chemical Genomics.
# Hsp70 inhibitors: Hsp70 inhibitors, probe displacement, primary screen, biochemical, fluorescence polarization (AID 583) | actives 0.06% (n = 140,000) | displacement, % at 20 µM; hits with a dose series show IC50 in µM | Hsp70 fluorescence polarization probe displacement, mP; higher % means a stronger effect; in the data active = displacement above about 50%;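 also: plate controls were vehicle for no effect and reference ligand for full effect; a part of the inactive calls stands beside numbers as strong as those of hits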
# Rat MKP-3 inhibitors: inhibition of rat DUSP6 enzyme activity – biochemical, in vitro, primary screen (AID 425) | recombinant MKP-3 phosphatase activity, fluorescence; higher % means a stronger effect | inhibition, % at 20 µM; hits with a dose series show IC50 in µM | actives 0.17% (n = 110,000); in the data active = inhibition above about 50%;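 also: plate controls were vehicle for no effect and reference inhibitor for full effect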
# An asterisk follows results filed as active; . = no result given; & = joins results of further samples. Some of the compounds tested (hit frequency here may not be typical).
SMILES,Hsp70 inhibitors,Rat MKP-3 inhibitors
Cc1c2c(nc3c(C(=O)NC4CCCC4)cnn13)CCCC2,-6.1%,-4%
CC(=C1C(=O)c2ccccc2C1=O)N1CCC(C(N)=O)(N2CCCCC2)CC1,-4.0%,-5%
c1ccc(-c2cn3nc(-c4ccccc4)sc3n2)cc1,-1.6%&1.9%,-5%&3%
O=C(NCCc1ccccc1)c1cc2nc(-c3ccc([N+](=O)[O-])cc3)cc(C(F)(F)F)n2n1,-3.7%,2%
COC(=O)c1ccccc1NC(=O)C1CCCN(S(=O)(=O)c2ccc(F)cc2)C1 (centres undefined),2.9%,-1%
COc1cccc(NC2c3ccccc3C(=O)N2Cc2ccco2)c1 (centres undefined),1.8%,-1%
CC(C)C(c1nnnn1C(C)(C)C)N1CCN(c2cccc(Cl)c2)CC1 (centres undefined),-2.8%,0%
O=C(NCCSCc1ccco1)Nc1ccc(Cl)cc1,1.0%,-12%
CCOC(=O)c1[nH]c(C)c(/C(O)=C2\C(=O)C(=O)N(CCCN3CCOCC3)C2c2cccnc2)c1C (centres undefined),-3.8%,-3%
Nc1nc(-c2ccco2)nn1C(=O)CCc1ccccc1,6.8%,-17%
CCc1c(C)[nH]n(-c2nc(-c3cccc([N+](=O)[O-])c3)cs2)c1=O,2.1%,4%
COc1ccc(NC(=O)C2CCCN2C(=O)NC2CCCCC2)cc1OC (centres undefined),2.8%,-1%
COC(=O)C1=C(C)OC(N)=C(C#N)C1C1CCCCC1 (centres undefined),-6.3%,-3%
Oc1c(C2=NCCCCC2)c2ccccc2n1-c1c(Cl)cccc1Cl,0.9%,0%
COc1ccc(N2CCN(C(=O)C(C)(C)Oc3ccc(Cl)cc3)CC2)cc1,5.2%,-4%
Nc1nc(N)nc(-c2ccccc2)n1,2.8%,4%
CCC(C)NC(=O)C1CC(c2cccc(OC)c2)=NO1 (centres undefined),-1.9%,-6%
CCCCNC(=O)c1ccc(CS(=O)(=O)c2cccc(C(F)(F)F)c2)o1,0.4%,-1%
CCCOc1ccc(C(=O)Nc2ccc(O)c(-c3nc4cc(C)c(C)cc4o3)c2)cc1,-1.6%,2%
O=C(O)CCC(=O)Nc1ccc(NC(=O)c2ccccc2)c(Cl)c1,1.6%,-2%

# No new results follow: 2 of the compounds above.
SMILES,Hsp70 inhibitors,Rat MKP-3 inhibitors
CCc1c(C)[nH]n(-c2nc(-c3cccc([N+](=O)[O-])c3)cs2)c1=O,2.1%,4%
COc1ccc(NC(=O)C2CCCN2C(=O)NC2CCCCC2)cc1OC (centres undefined),2.8%,-1%

# Remaining list, next part.
SMILES,Hsp70 inhibitors,Rat MKP-3 inhibitors
CCOc1ccc(S(=O)(=O)Nc2ccc(F)cc2)c(C)c1C,6.0%,.
COc1ccc(OC)c(S(=O)(=O)N2CCCCC2C(=O)O)c1 (centres undefined),-1.8%,.
CCCCc1ccc(CC(=O)O)cc1,0.8%,-14%
COc1ccc(-c2ccc(/C=C3/SC(NC(C)=O)=NC3=O)o2)c([N+](=O)[O-])c1,-2.3%,0%
Cc1ccc(N(Cc2cc(=O)[nH]c3ccccc23)C(=O)c2ccco2)cc1,-0.3%,-4%
Cc1ccc(NC(=O)c2ccc(I)cc2)cc1Cl,-1.4%,3%
CCOc1ccc(NC(=O)CN(c2ccccc2CC)S(C)(=O)=O)cc1,2.0%,2%
Cc1ccc(NC(=O)c2nnn(CC(=O)Nc3ccccc3)c2N)cc1C,3.5%,4%
O=C1C2C3C=CC(C3=C3CCCCC3)C2C(=O)N1c1ccccc1 (centres undefined),-0.4%,-1%
CCOC(=O)C1CCN(CC(=O)Nc2c(C(=O)OC)n(C)c3cccc(C)c23)CC1,-3.2%,0%
NNC(=O)COc1ccc2c(c1Br)CCCC2,1.0%,4%
O=[N+]([O-])c1ccc2nc(Sc3nc4ccccc4[nH]3)sc2c1,-0.4%,3%
COc1ccc(-c2[nH]ncc2-c2cnn(-c3ccccc3)c2)c(O)c1,.,-11%
Cc1nnc(SCC(=O)NCC2CCCO2)n1-c1ccccc1 (centres undefined),2.1%,-18%
CCOc1ccc(-c2cc(C(=O)O)c3cc(Br)ccc3n2)cc1,-0.3%,3%
CC(=O)C(=Cc1ccccc1O)C(C)=O,1.9%,1%
COc1ccc(OCc2cccc(C(=O)O)c2)cc1,-0.8%,6%
CCCOc1ccc(C(=O)Nc2cccc(OC)c2)cc1,0.3%,-1%
CC1CCN(Cc2nc3c(c(=O)n(C)c(=O)n3C)n2CCN2CCOCC2)CC1,2.9%,1%
CN1CCN(c2ncnc3c2cnn3-c2ccc(Cl)cc2)CC1,-4.1%,-7%
Cc1ccc(N2C(=O)S/C(=C\c3ccc(F)cc3)C2=O)cc1,-2.5%,-2%
CC(C)C(=O)Nc1ccccc1N1CCN(S(C)(=O)=O)CC1,-4.6%,-5%
COC(C(=O)Nc1ccc(F)cc1F)c1ccccc1 (centres undefined),0.1%,.
N#Cc1ccc(Oc2cccnc2)cc1C#N,-0.6%,-14%
Cc1c(NC(=O)c2cnn3c2NC(c2cccs2)CC3C(F)(F)F)c(=O)n(-c2ccccc2)n1C (centres undefined),-0.7%,0%
COc1ccc(N(CC(=O)NCc2ccc3c(c2)OCO3)S(C)(=O)=O)cc1OC,0.9%,.
COC(=O)C1=C(C)Nc2cc(C(F)(F)F)ccc2S1,3.6%,2%
COc1ccc2nc(NC(=O)CCn3cccc3)sc2c1,1.3%,5%
CCOc1ccc(C(=O)Nc2ccccc2C(F)(F)F)cc1,3.7%,0%
COC(=O)CNC(=O)CN(c1ccc(OC)cc1OC)S(=O)(=O)c1ccccc1,3.6%,2%
CC1CCN(C(=O)CSCc2ccc(Cl)cc2)CC1,1.9%,.
COC(=O)c1ccccc1S(=O)(=O)N(Cc1cc2ccc(OC)cc2[nH]c1=O)CC1CCCO1 (centres undefined),-1.5%,-10%
O=[N+]([O-])c1ccccc1-c1ccc(/C=N/n2cnnc2)o1,3.5%,4%
Cc1cc(C)c(OCC(=O)Nc2nnn(C)n2)c(Br)c1,3.0%,-5%
COc1ccc(CCNC(=O)c2ccccc2F)cc1OC,0.7%,-1%
Cc1cc(Oc2ccc([N+](=O)[O-])cc2)nc(-n2nc(C)cc2C)n1,-5.9%,1%
CCCCCSc1nnc2c(n1)[nH]c1ccc(C)cc12,-7.1%,-1%
O=S(=O)(NCc1ccncc1)c1ccccc1,-2.2%,.
Cc1nc2c(c(=O)n1CC1CCCO1)c1nc3ccccc3nc1n2Cc1ccc2c(c1)OCO2 (centres undefined),-23%,-4%
C(=N\N(c1ccccc1)c1ccccc1)/c1ccccc1,5.9%,0%
Cc1ccc2c(c1)[nH]c1c(=O)n(CCN3CCCCC3)cnc12,-2.7%,-9%
COCCCn1c(SCC(=O)NC(C)(C)C)nnc1-c1ccccc1,3.8%,-7%
O=C(/C=C/c1ccccc1)NNC(=O)C1CC1,5.9%,.
CCCCCOC(=O)c1cc(=O)[nH]c2ccccc12,-0.5%,-9%
CCOCCCNC(=O)Cc1cc(=O)[nH]c(=O)[nH]1,1.7%,-1%
N#Cc1nc(COc2ccccc2)oc1N1CCN(Cc2ccccc2)CC1,-14%,3%
COc1ccc2c(c1C)CCC/C2=N\OC(=O)c1cc(OC)c(OC)c(OC)c1,-0.4%,-2%
COCCNC(=O)C(C#N)c1nc2ccccc2nc1N1CCN(Cc2ccc3c(c2)OCO3)CC1 (centres undefined),-3.0%,-2%
Cn1c(=O)n(C)c2cc(/C=C3/C(=O)NN(c4ccccc4)C3=O)ccc21,4.9%,1%
CCCOC(=O)c1cccc(NC(=O)COc2ccc(Br)cc2)c1,1.5%,4%

# (more compounds)
SMILES,Hsp70 inhibitors,Rat MKP-3 inhibitors
O=C(Nc1ccc(CN2CCOCC2)cc1)c1ccc(-c2cccc(Cl)c2)o1,-1.5%,.
Cc1cc(C(C)(C)C)ccc1OCCN1CCCC1,-2.1%,.
COc1ccc(Cn2nnnc2C(c2cc3ccc(OC)cc3[nH]c2=O)N2CCC(C)CC2)cc1 (centres undefined),-7.0%,.
CN(c1ccccc1C(=O)O)S(C)(=O)=O,-3.7%,1%
O=C(Nc1ccc(Cl)cc1)c1ccc(I)cc1,-0.5%,3%
CNCCOCC(O)CSc1ccccc1 (centres undefined),-7.5%,-14%
Cc1onc(-c2ccccc2Cl)c1C(=O)OCC(=O)c1ccc2c(c1)OCCO2,-4.1%,0%
COc1ccc2c(CC(=O)OCC(=O)c3ccccc3OC)coc2c1,3.1%,.
CCOCCCNC(=O)C1CCCCN1S(=O)(=O)c1ccc(F)cc1 (centres undefined),7.7%,-3%
O=c1cc(N2CCC(Cc3ccccc3)CC2)[nH]c(=O)n1C1CCCCC1,6.3%,-5%
Cc1cccc(NC(=O)CSc2nc3c(c(=O)[nH]2)CCC3)c1C,-1.4%,-1%
COc1ccc(C2CC(=O)C3=C(C2)Nc2ccccc2NC3c2ccc([N+](=O)[O-])cc2)cc1 (centres undefined),1.0%,2%
Cc1ccc(C(=O)C2=C(O)C(=O)N(CCCN(C)C)C23C(=O)N(C)c2ccccc23)o1 (centres undefined),-2.8%,-5%
Cc1ccc(-c2nnc(-c3cccnc3)o2)cc1,1.1%,-1%
O=C(O)CN1C(=O)/C(=C\c2ccc(-c3cccc4c3C(=O)c3ccccc3C4=O)o2)SC1=S,22%,7%
COC(=O)C1=C(C)NC2=C(C(=O)c3ccccc32)C1c1ccc(OCc2ccccc2Cl)c(Cl)c1 (centres undefined),3.8%,-2%
O=C(Nc1ccc2c(c1)OCCO2)c1ccccc1[N+](=O)[O-],-2.1%,-1%
CC(C)CC1C(C#N)=C(N)Oc2n[nH]c(-c3cccs3)c21 (centres undefined),-1.7%,.
O=C1c2ccccc2C(=O)N1/N=C/c1ccc(O)cc1O,-1.5%,0%
CN1CCC(N2CCCC(C(=O)O)C2)CC1 (centres undefined),-0.1%,.
COc1cc(/C=C2/SC(=S)N(Cc3ccccc3)C2=O)ccc1OS(=O)(=O)c1ccccc1,4.2%,-1%
CS(=O)(=O)N(Cc1ccco1)CC(O)Cn1cc(C=O)c2ccccc21 (centres undefined),0.9%,.
Nc1ccc(C(=O)c2ccc(N)c(N)c2)cc1N,-0.3%,-2%
COc1ccc(C2/C(=C(/O)c3ccccc3)C(=O)C(=O)N2c2cc(C(C)(C)C)on2)cc1OC (centres undefined),0.2%,2%
CC(=O)NC1=NC(=O)/C(=C/c2cc(C)n(-c3ccc4c(c3)OCO4)c2C)S1,-9.8%,0%
CSCCC(=O)N1C(C)CCCC1C(=O)O (centres undefined),6.0%,.
Cn1c(=O)[nH]c(=O)c2c1nc(N1CCC(Cc3ccccc3)CC1)n2Cc1ccccc1,0.5%,0%
OCc1cn(-c2ccccc2)nc1-c1ccco1,-4.3%,.
Cc1ccc(-n2c(=O)[nH]cc(C(=O)Nc3ccc4c(c3)OCCO4)c2=O)cc1,-0.2%,7%
CC(C)OC(=O)C1C2C=CC3(CN(Cc4cccs4)C(=O)C13)O2 (centres undefined),-1.1%,-2%

# Given tab-delimited: 16 of the compounds above
Molecule	Hsp70 inhibitors	Rat MKP-3 inhibitors
O=C(O)CN1C(=O)/C(=C\c2ccc(-c3cccc4c3C(=O)c3ccccc3C4=O)o2)SC1=S	22%	7%
COC(=O)C1=C(C)NC2=C(C(=O)c3ccccc32)C1c1ccc(OCc2ccccc2Cl)c(Cl)c1 (centres undefined)	3.8%	-2%
O=C(Nc1ccc2c(c1)OCCO2)c1ccccc1[N+](=O)[O-]	-2.1%	-1%
CC(C)CC1C(C#N)=C(N)Oc2n[nH]c(-c3cccs3)c21 (centres undefined)	-1.7%	.
O=C1c2ccccc2C(=O)N1/N=C/c1ccc(O)cc1O	-1.5%	0%
CN1CCC(N2CCCC(C(=O)O)C2)CC1 (centres undefined)	-0.1%	.
COc1cc(/C=C2/SC(=S)N(Cc3ccccc3)C2=O)ccc1OS(=O)(=O)c1ccccc1	4.2%	-1%
CS(=O)(=O)N(Cc1ccco1)CC(O)Cn1cc(C=O)c2ccccc21 (centres undefined)	0.9%	.
Nc1ccc(C(=O)c2ccc(N)c(N)c2)cc1N	-0.3%	-2%
COc1ccc(C2/C(=C(/O)c3ccccc3)C(=O)C(=O)N2c2cc(C(C)(C)C)on2)cc1OC (centres undefined)	0.2%	2%
CC(=O)NC1=NC(=O)/C(=C/c2cc(C)n(-c3ccc4c(c3)OCO4)c2C)S1	-9.8%	0%
CSCCC(=O)N1C(C)CCCC1C(=O)O (centres undefined)	6.0%	.
Cn1c(=O)[nH]c(=O)c2c1nc(N1CCC(Cc3ccccc3)CC1)n2Cc1ccccc1	0.5%	0%
OCc1cn(-c2ccccc2)nc1-c1ccco1	-4.3%	.
Cc1ccc(-n2c(=O)[nH]cc(C(=O)Nc3ccc4c(c3)OCCO4)c2=O)cc1	-0.2%	7%
CC(C)OC(=O)C1C2C=CC3(CN(Cc4cccs4)C(=O)C13)O2 (centres undefined)	-1.1%	-2%

# The results go on:
SMILES,Hsp70 inhibitors,Rat MKP-3 inhibitors
O=S(=O)(Nc1cccc(C(F)(F)F)c1)c1cccs1,4.6%,2%
Cc1ccc(N2C(=O)c3sc4nnc(C)c(=O)n4c3C2=O)cc1,-0.9%,0%
Cc1nnc(N(C)C(=O)c2cccnc2)s1,1.0%,-6%
COc1ccc(CO/N=C(/N)c2nonc2N)cc1[N+](=O)[O-],0.0%,3%
Cc1ccc2occ(C(c3nnnn3C3CCCC3)N3CCN(C(=O)c4ccco4)CC3)c(=O)c2c1 (centres undefined),12%,-4%
Cc1cc(C)n2nc(C(=O)Nc3ccc4c(c3)OCO4)nc2n1,6.7%,-2%
O=C(CCl)Nc1cccc(-c2cnc3ccccc3n2)c1,-1.0%,.
CCc1cccc(CC)c1N(COC)C(=O)Cn1ccccc1=N,.,-3%
O=c1c2ccccc2cnn1-c1ccc(Cl)cc1,2.3%,.
Cc1ccccc1C(=O)Nc1cc(C(N)=O)cc(C(N)=O)c1,-5.3%,2%
CC1=C(C(=O)Nc2ccccc2)C(c2ccccc2F)NC(=O)N1 (centres undefined),4.1%,5%
COc1ccc(C2CC(=O)c3cnc(NC(=O)c4ccccc4)nc3C2)c(OC)c1 (centres undefined),4.0%,-3%
